Bioassay records from PubChem BioAssay.
Salmonella PhoP GFP: inhibitors of PhoP regulon expression, primary screen, Salmonella Typhimurium, GFP reporter (AID 1863); S. Typhimurium PhoP-regulated promoter GFP reporter, 4 h; higher % means a stronger effect; one-dose inhibition, % at 50 µM; IC50 in µM for titrated hits; actives 0.16% (n = 300,000);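 active means inhibition over 29.93%, a cutoff 3 SD above the screen mean, later confirmed by dose response; inconclusive means inhibition over 29.93% but no dose response follow-up; inactive means inhibition at most 29.93% or unconfirmed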;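 further: 0% = low Mg2+ inducing control and 100% = high Mg2+ repressing control; strong numbers were not always called active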
K1F lysis inhibition: inhibition of K1F phage lysis, E. coli UTI89, bacterial capsule biogenesis inhibitors, alamar blue (AID 488966) | E. coli UTI89 K1F phage lysis, alamar blue, 2 h; higher % means a stronger effect | inhibition, % at 100 µM; hits with a dose series show IC50 in µM | actives 0.02% (n = 340,000);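 active means phage lysis inhibition, versus mean bacterial control, above a set limit; inconclusive means no clear call, values can overlap the other calls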;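 further: capsule biogenesis inhibitors block K1F phage lysis so surviving cells raise fluorescence; higher fluorescence means more inhibition of phage lysis; actives were called in the ten point dose series up to 300 µM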
RSV antiviral HEp-2: RSV antiviral activity via CPE protection, HEp-2 cells, primary 10 µM value included (AID 2391) | HEp-2 cells, RSV-induced CPE inhibition; higher % means a stronger effect | actives 0.13% (n = 310,000) | CPE inhibition, % at 10 µM, or IC50 in µM where a hit was titrated; in the data active means a potency from the dose series; inconclusive means CPE inhibition mostly from about 23% at the one dose, without a potency; inactive means the rest, 99 in 100 with CPE inhibition below about 21%; further: strong numbers were not always called active
MgcRacGAP inhibition: MgcRacGAP GTPase-activating activity inhibitors, confirmation, biochemical, ADP Hunter fluorescence; Rac GTPase-activating protein 1 (Homo sapiens); MgcRacGAP-stimulated Rac1 GTP hydrolysis, ADP Hunter fluorescence; higher % means a stronger effect; GST-tagged Rac1 F28L mutant substrate; one-dose inhibition, % at 30 µM; IC50 in µM for titrated hits; actives 0.6% (n = 340,000); AID 624330, 2012;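 active means first-screen hits whose inhibition reached a set limit at any dose in the follow-up dose series; inconclusive means inhibition above the set first-screen limit but never retested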;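 further: fluorescence reports GDP produced by GAP-driven GTP hydrolysis; strong numbers were not always called active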
T cell modulator: modulators of CD8 T cell-vesicle binding, primary screen, mouse 2C CD8+ T cells, flow cytometry; 2C CD8+ T cell-vesicle binding; active compounds read low; calls only at 7 µM; actives 0.068% (n = 330,000); AID 2052, 2009;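 active means response, share of CD8 T cells binding vesicles, and their 90th percentile fluorescence all below set limits, cut at about 80% in these data, passing the limit was not always enough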
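Assay system: 2C TCR transgenic mouse naive CD8+ T cells, MACS-purified | Read-out: CD8+ gate FL2 mean fluorescence as % of same-row positive control | Signal: High-throughput flow cytometry with anti-B7-1 and anti-CD8 staining | Timing: Binding step 1.5 h, 37 °C, antibody labelling 20 min, ice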
NTR1 ag: agonists of NTR1, primary screen, imaging, U2OS cells, beta-arrestin-GFP, high content (AID 493036); Neurotensin receptor type 1 (Homo sapiens), P30989; NTR1-U2OS beta-arrestin-GFP spot imaging, agonist mode; activation, % at 20 µM; actives 0.17% (n = 330,000);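 active means activation at or above 40% of the spot to cytoplasm intensity ratio, with at least 20 cells analyzed; inconclusive means wells under 20 cells, flagged as cytotoxic or low count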;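 further: 0% = DMSO without peptide and 100% = 100 nM NTR1 peptide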
Target sequence (P30989 whole entry, looked up): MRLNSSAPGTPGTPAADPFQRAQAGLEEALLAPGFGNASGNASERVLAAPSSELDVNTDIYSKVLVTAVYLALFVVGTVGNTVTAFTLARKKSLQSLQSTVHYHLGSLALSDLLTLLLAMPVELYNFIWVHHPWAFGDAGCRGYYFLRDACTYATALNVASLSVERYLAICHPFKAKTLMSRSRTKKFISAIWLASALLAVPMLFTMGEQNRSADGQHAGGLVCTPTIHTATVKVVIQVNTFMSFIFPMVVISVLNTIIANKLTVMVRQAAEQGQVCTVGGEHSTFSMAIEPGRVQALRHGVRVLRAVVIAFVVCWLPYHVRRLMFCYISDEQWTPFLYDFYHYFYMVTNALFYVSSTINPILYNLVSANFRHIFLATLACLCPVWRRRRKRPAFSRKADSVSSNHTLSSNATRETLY
West Nile antiviral: West Nile virus antiviral activity, cell-based, CPE readout (AID 1621) | CPE inhibition, % at 10 µM; hits with a dose series show IC50 in µM | actives 0.02% (n = 290,000) | West Nile virus-infected cells, CPE inhibition; higher % means a stronger effect; in the data active means a potency from the dose series; inconclusive means CPE inhibition mostly from about 3.7% at the one dose, without a potency; inactive means the rest, 99 in 100 with CPE inhibition below about 2.2%; further: strong numbers were not always called active
Large T inhibition: SV40 large T antigen inhibitors, biochemical (AID 1903); SV40 large T antigen ATPase/helicase inhibition assay; higher % means a stronger effect; one-dose inhibition, % at 20 µM; IC50 in µM for titrated hits; actives 0.39% (n = 310,000); in the data active means a potency from the dose series; inconclusive means inhibition mostly from about 32% at the one dose, without a potency; inactive means the rest, 99 in 100 with inhibition below about 32%; further: strong numbers were not always called active
NS5 inhibitors: Dengue-2 NS5 methyltransferase inhibitors, primary screen, biochemical, confirmation dose response (AID 588689); Dengue-2 NS5 methyltransferase capping enzyme assay, biochemical; higher % means a stronger effect; inhibition, % at 25 µM, or IC50 in µM where a hit was titrated; actives 0.3% (n = 340,000); in the data active means a potency from the dose series; inconclusive means inhibition above about 29% without an active follow-up result
T cell modulator vesicle-bound %: further read-out of T cell modulator, marked with its call; double positive events, %; measured here: CD8+ vesicle-bound cell fraction;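 binding gate set so that unloaded-vesicle control wells show 10% double positive cells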
NTR1 ag cell count 20 µM: recorded beside NTR1 ag, whose call it bears; cell count; measured here: cell count, cytotoxicity flag
NS5 inhibitors pilot replicate: also measured in NS5 inhibitors; calls as there; inhibition, %; measured here: pilot screen replicate inhibition
* = called active by the depositor; i = inactive; ? = inconclusive; / = no result given; [ ] = dose if it differs, or a comment.

Start of the data: the first three entries, to show the layout:
SMILES	Salmonella PhoP GFP	K1F lysis inhibition	RSV antiviral HEp-2	MgcRacGAP inhibition	T cell modulator	T cell modulator vesicle-bound %	NTR1 ag	NTR1 ag cell count 20 µM	West Nile antiviral	Large T inhibition	NS5 inhibitors	others
COc1ccc(OC)c(-c2nnc3n2N=C(c2ccc(OC)c(OC4CCCC4)c2)CS3)c1	/	-1.9%	/	8%	i	29	8.5	67	/	/	5%
CCOC(=O)C1=NNC(C(=O)c2ccc(C)cc2)C1c1ccc(OC)cc1 (centres undefined)	-3%	0.1%	-0.3%	5%	i	9	0.1	67	-0.4%	18%	-13%
COc1ccc(C2CC3(CC(C)(C)NC(SC)=N3)Oc3cc(O)cc(C)c32)cc1 (centres undefined)	-10%	-2.4%	4.2%	-1%	i	4	0.7	47	-1.1%	6%	4%

All compounds of this part (from the top)
SMILES	Salmonella PhoP GFP	K1F lysis inhibition	RSV antiviral HEp-2	MgcRacGAP inhibition	T cell modulator	T cell modulator vesicle-bound %	NTR1 ag	NTR1 ag cell count 20 µM	West Nile antiviral	Large T inhibition	NS5 inhibitors	others
COc1ccc(OC)c(-c2nnc3n2N=C(c2ccc(OC)c(OC4CCCC4)c2)CS3)c1	/	-1.9%	/	8%	i	29	8.5	67	/	/	5%
CCOC(=O)C1=NNC(C(=O)c2ccc(C)cc2)C1c1ccc(OC)cc1 (centres undefined)	-3%	0.1%	-0.3%	5%	i	9	0.1	67	-0.4%	18%	-13%
COc1ccc(C2CC3(CC(C)(C)NC(SC)=N3)Oc3cc(O)cc(C)c32)cc1 (centres undefined)	-10%	-2.4%	4.2%	-1%	i	4	0.7	47	-1.1%	6%	4%
CCN(CCNC(=O)Cn1cc2c(n1)CCCC2)c1ccccc1	3%	0.3%	-0.5%	-1%	i	24	0.8	49	-0.2%	-2%	4%
C=CCn1c(SCc2ccc(C(=O)NCCO)cc2)nc2sc(C)c(C)c2c1=O	7%	0.0%	9.0%	3%	i	25	1.7	40	-0.4%	10%	5%
O=C(Nc1ccc(Cl)cc1)N(Cc1nnc2n1CCCCC2)c1ccccc1	-6%	0.3%	4.3%	0%	i	37	-0.2	47	-0.5%	13%	-10%
COc1cccc(Cn2cnc3c(sc4nc(C)cc(C)c43)c2=O)c1	4%	-0.1%	12%	4%	i	40	0.3	45	-0.5%	1%	-8%
COc1cc(OC)cc(C(=O)N2CCN(C(=O)c3cccs3)CC2)c1	2%	1.0%	0.8%	3%	i	21	-0.7	38	-0.8%	-2%	-12%
CC(C)Oc1ccc(C(=O)Nc2ccc(C(F)(F)F)n(C)c2=O)cc1	0%	0.2%	12%	14%	i	48	1.6	74	0.3%	5%	-5%
O=C(CN1C(=O)NC(Cc2ccccc2)C1=O)NC(=O)NC1CCCCC1 (centres undefined)	-4%	0.2%	0.6%	7%	i	26	1.8	74	-0.8%	12%	-7%
O=C1NC(=O)C(CC(=O)N(Cc2cccs2)C2(C(=O)NC3CCCCC3)CCCCC2)N1 (centres undefined)	-2%	2.0%[50 µM]	?	3%	i	4	-0.9	47	-0.1%	2%	-3%
Cc1nn(CC(=O)NC(C)CCc2ccccc2)c(=O)c2nn(-c3ccccc3)c(C)c12 (centres undefined)	1%	0.3%	8.2%	-17%	i	33	-0.5	55	0.0%	7%	-3%
CC(=O)Nc1ccc(C(=O)CN2C(=O)NC3(CCOc4ccccc43)C2=O)c(F)c1 (centres undefined)	/	0.5%[50 µM]	2.1%	2%	i	36	-2.5	53	/	/	-4%
O=C(O)c1cc(N/N=C/c2c[nH]c3ccccc23)ccc1Cl	3%	0.9%	3.3%	24%	i	10	-1.0	45	-0.2%	29%	10%
CCOC(=O)C1=C(C)Nc2nc3ccccc3n2C1c1ccncc1 (centres undefined)	9%	-0.3%	4.4%	8%	i	19	-2.0	84	0.5%	2%	4%	NS5 inhibitors pilot replicate=2.4
O=C(/C=C/c1ccccc1)N1CCC[C@H]1CO	2%	0.6%	0.0%	12%	/	/	2.7	89	0.0%	8%	-1%
COCc1nnc(NC(=O)c2ccc(S(=O)(=O)N3CCCCCC3)cc2)o1	-4%	0.8%	1.3%	5%	i	37	0.4	75	0.0%	2%	-3%
O=C(/C=C/c1ccc(Cl)cc1)NC(=S)Nc1ccc(NC(=O)c2ccco2)cc1	-8%	-0.7%	4.8%	-2%	i	31	/	/	0.1%	-7%	0%
Cn1cc(S(=O)(=O)Oc2ccccc2)c(=O)n(C)c1=O	0%	-0.2%	-0.3%	4%	i	22	-0.1	63	-0.3%	6%	-7%
COc1cc(NC(=S)NCCC(c2ccccc2)c2ccccc2)cc(OC)c1	2%	0.1%	19%	9%	i	62	3.1	28	-1.9%	10%	-8%
C/C(=N/OC(=O)c1ccc(F)cc1)c1ccc(C)cc1	2%	0.8%	1.5%	13%	i	5	3.0	35	1.4%	4%	-3%
COc1ccccc1Nc1c2c(nc3ccc(N)cc13)CCCC2	3%	-0.2%	1.8%	5%	i	42	4.1	66	-0.4%	13%	4%
CN(C)CCCNC(=S)N(CCN(C)C)Cc1cc2cc3c(cc2[nH]c1=O)OCCO3	7%	0.0%	0.6%	10%	i	57	-0.7	56	-0.3%	25%	-4%
N/C(=N\OC(=O)c1cccc(Br)c1)c1ccc(Br)cc1	14%	0.4%	/	16%	i	36	1.3	42	0.1%	-6%	-3%
Cc1c(S(=O)(=O)N2CCOCC2)c(=O)n(C)c(=O)n1C	9%	0.9%	0.8%	5%	i	54	-2.2	56	0.3%	7%	-1%
CCCn1nc2cc(C(=O)N(CC)c3ccc(OC)cc3)ccc2c1OCC	1%	0.3%	2.5%	6%	/	/	2.0	61	-0.3%	3%	-11%
COCCCNC(=O)C[C@H]1C[C@H](C(=O)N2CCCCC2)[C@@]2(CCc3ccccc3)c3[nH]c4cc(-c5ccco5)ccc4c3CCN2C1=O	/	0.2%	/	9%	/	/	4.1	70	/	/	-8%	NS5 inhibitors pilot replicate=-11
O=C(c1cccs1)N1CCN(c2nc3c(F)cc(F)cc3s2)CC1	-5%	-1.5%	?	12%	i	53	2.1	71	/	9%	-8%
O=C(NC(CC(=O)N1CCN(c2ccc([N+](=O)[O-])cc2)CC1)c1ccccc1)c1ccccc1Cl (centres undefined)	-18%	11%	?	3%	i	62	2.4	82	-1.6%	21%	/
C=C1/C(=C\C=C2/CCC[C@]3(C)[C@@H]([C@H](C)/C=C/[C@@H](O)C4CC4)CC[C@@H]23)C[C@@H](O)C[C@@H]1O	0%	/	?	/	i	23	7.8	57	1.1%	22%	/
CCCCN(CCCNc1ncnc2nc[nH]c12)c1ccccc1	5%	0.7%	0.6%	30%	i	47	1.5	39	0.1%	14%	1%
CCn1cc(/C=N/NC(=O)c2ccc3c(c2)OCO3)cn1	-12%	2.5%[50 µM]	0.5%	7%	i	8	0.1	46	0.4%	15%	-2%
CC1CC(C)CN(C(=O)CNS(=O)(=O)c2cccs2)C1 (centres undefined)	6%	0.1%	1.4%	2%	i	42	-0.4	58	-0.7%	1%	-1%
O=C(/C=C/c1c(Cl)cccc1Cl)n1cccn1	-2%	-0.2%	1.3%	3%	i	10	1.9	77	0.4%	8%	-11%
Nc1c(C(=O)N/N=C/c2cccnc2)oc2nc(-c3ccco3)cc(-c3ccco3)c12	-20%	/	-0.2%	/	i	44	1.5	65	0.3%	24%	/
Cc1ccc(-c2csc3nc[nH]c(=O)c23)c(C)c1	9%	-0.1%	13%	-8%	i	54	-0.9	67	-0.5%	8%	-7%	NS5 inhibitors pilot replicate=-0.9
CCn1c2ccccc2c2cc(NC(=O)c3ccc(C)c([N+](=O)[O-])c3)ccc21	-5%	6.9%	?	4%	i	19	3.1	53	-1.9%	9%	-4%
COc1cnc(-c2ccccn2)nc1Oc1ccc(Cl)c2ccccc12	-7%	1.2%	3.5%	5%	i	60	23	82	/	7.5µM*	-1%	NS5 inhibitors pilot replicate=-1.1
CC1=CC(C)(C)[N+](C)(C)c2ccccc21	/	0.1%	2.9%	5%	i	11	-0.7	38	0.0%	/	2%
COc1ccc(C(=O)NCC(=O)OCC(=O)NC(=O)NC2CCCCC2)cc1OC	-5%	-0.3%	0.5%	3%	i	40	3.3	64	0.2%	-2%	-4%
O=C(CS(=O)(=O)c1ccc(Br)cc1)N1CCOCC1	-5%	2.0%[50 µM]	1.9%	9%	i	21	0.2	63	0.1%	13%	-5%
Cc1nc2ccccc2c2oc(C(=O)N3CCN(C(=O)c4ccco4)CC3)cc12	-13%	3.9%	3.0%	5%	i	44	2.9	68	0.2%	3%	-1%
O=c1[nH]c2ccc(NC(=S)NC3CCCCC3)cc2[nH]1	5%	2.2%	1.9%	15%	i	31	1.1	38	0.3%	8%	3%
C#CCOCCOCCOCCNc1nc(N2CCN(C(=O)CCCCCCCCCCNC(=O)[C@@H](CCSC)n3cc(CCO)nn3)CC2)nc(N2CCN(C(=O)CCCCCCCCCCNC(=O)[C@H](CCC(=O)O)n3cc(CCCCCN)nn3)CC2)n1	/	-4.6%	3.5%	8%	i	16	-0.1	97	/	16%	-1%
COC(=O)c1ccn(-c2nc(-c3ccco3)cc(C(F)(F)F)n2)n1	-3%	0.2%	0.8%	5%	i	10	0.2	68	-0.7%	26%	-6%
COc1ncnc2c1oc1ccccc12	0%	0.1%	0.7%	4%	i	45	1.3	73	0.1%	17%	2%
COc1ccc(OCCCn2cccc2/C=C2/C(=N)N3OC(C)=CC3=NC2=O)cc1	10%	-0.1%	4.9%	11%	i	48	0.7	87	-0.1%	6%	-12%
CCOC(=O)c1ccc(NCCc2ccc(OC)c(OC)c2)c(N)c1	11%	0.3%	9.0%	28%	i	42	1.5	74	-0.7%	7%	-4%
C=CC[C@@H](CC(=O)N[C@@H](CO)Cc1ccccc1)C(=O)NCCOC(=O)[C@@H](CC=C)Cc1ccc(F)cc1	/	0.1%	/	9%	i	15	0.7	53	/	/	-6%	NS5 inhibitors pilot replicate=2.7
Cc1ccc(C)c(S(=O)(=O)NCc2ccc(C(=O)NCc3ccccn3)cc2)c1	-4%	0.1%	0.9%	17%	i	17	0.2	56	-0.2%	3%	-10%

Rows were taken by chance; any-hit rate near 1.5%.
